NPC1 prom act = activates the NPC1 promoter; hit rate 2.4% among 320,000; Huh7 NPC1 promoter luciferase reporter, 24 h; Potency, µM (doses to about 9.22 µM), for the others: at the top dose activation, actives largely listed as activators;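 note: potency is the fitted concentration of half-maximal effect; % of control where 0% means no effect; nearly all actives have a fitted effect of over 60% in size; reporter is driven by a mutant NPC1 promoter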
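Quantitative HTS used a cell-based reporter: Huh7 cells stably bearing the NPC1 promoter upstream of luciferase were treated with compounds for 24 h, and promoter activation was read as luminescence.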
PKM2 activator = activators of human pyruvate kinase M2; P14618; purified PKM2, Kinase-Glo ATP luminescence, activation; response scale: 0% is enzyme alone, no compound; Potency, µM (series often up to 57.5 µM), inactives show at the highest dose activation, hits mostly activators; hit rate 0.34% among 260,000; AID 1631; note: potency is the fitted concentration of half-maximal effect; % is set by controls: 0 for no effect and ±100 for the full control effect; nearly all actives have a fitted effect of over 55% in size
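Purified hPK-M2 (>95% pure) converted ADP (0.1 mM final) to ATP with 0.5 mM PEP in 50 mM imidazole pH7.2, KCl, MgCl2, Tween 20, BSA; 1 h at room temperature. ATP detected by Kinase-Glo luminescence.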
Giardia kill = Giardia lamblia killing | Giardia lamblia trophozoite viability | activity change, % at 7.66 µM, hits read low | hit rate 0.15% among 340,000 | AID 540267; in the data active = activity change below about -80%; inconclusive = between about -30% and that limit;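 note: parasites exposed to compound for two days anaerobically before the ATP read; % is set by controls: 0 for no effect and ±100 for the full control effect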
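Anaerobic 48 hrs incubation at 37 deg C of 100 trophozoites/well with test compounds; ATPLite 1-Step luminescence, 15-30 min RT, reports cellular ATP as viability.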
RORgamma inh = ROR gamma (mouse) transcription inhibition | AID 2551 | P51450 | hit rate 5.4% among 310,000 | Drosophila S2 Gal4-RORgamma UAS-luciferase reporter, 20 h | Potency, µM (titrated, usually from 53.6 µM), for the others: at the highest dose activity change, negative = inhibition, actives largely listed as inhibitors; note: potency is the fitted concentration of half-maximal effect; % is set by controls: 0 for no effect and ±100 for the full control effect; nearly all actives have a fitted effect of over 60% in size
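ROR gamma transcriptional activity was tracked as Gal4-UAS luciferase output in stably transfected Drosophila Schneider cells, with compound added 1 hr before 700 uM copper sulfate induction and a 20 hr ambient-temperature incubation.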
p53 reactivator = re-activators of mutant p53; Potency, µM (top dose mostly 92.2 µM), inactives show at the top dose activity change, positive = activation, most hits filed as activators; hit rate 0.063% among 320,000; AID 504706; H1299 p53-A138V BP100-luciferase reporter, luminescence, 24 h; note: potency is the fitted concentration of half-maximal effect; % of control where 0% means no effect; nearly all actives have a fitted effect of over 45% in size
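H1299 (p53-null), stable ts p53-A138V + BP100-Luc; 1000 cells/well, Opti-MEM/10% FBS; cpd 4 pt, 1:5; 24 h, 37 deg C, 5% CO2; detection reagent 10 min RT; luminescence.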
Menin-MLL TR inh = inhibitors of human menin-MLL interaction, mutant MLL peptide | AID 1768 | hit rate 0.23% among 270,000 | Potency, µM (series often up to 61.6 µM), for inactives: top-dose FP activity change, negative = inhibition, usual class: inhibitors | Menin + Texas Red MLL mutant peptide, fluorescence polarization | O00255; active = well fitted inhibition curve with a large enough effect in the polarisation, with a control signal flat, not every such curve was filed as active; inconclusive = small, poorly fitted or top-dose-only effect, or effect the other way, or a change in a side signal; inactive = no such curve, though single readings can be large or run the other way; the % refers to the polarisation; note: potency is the fitted concentration of half-maximal effect; % of control where 0% means no effect; many of its hits are not listed in these tables
Target sequence (O00255 whole entry, looked up): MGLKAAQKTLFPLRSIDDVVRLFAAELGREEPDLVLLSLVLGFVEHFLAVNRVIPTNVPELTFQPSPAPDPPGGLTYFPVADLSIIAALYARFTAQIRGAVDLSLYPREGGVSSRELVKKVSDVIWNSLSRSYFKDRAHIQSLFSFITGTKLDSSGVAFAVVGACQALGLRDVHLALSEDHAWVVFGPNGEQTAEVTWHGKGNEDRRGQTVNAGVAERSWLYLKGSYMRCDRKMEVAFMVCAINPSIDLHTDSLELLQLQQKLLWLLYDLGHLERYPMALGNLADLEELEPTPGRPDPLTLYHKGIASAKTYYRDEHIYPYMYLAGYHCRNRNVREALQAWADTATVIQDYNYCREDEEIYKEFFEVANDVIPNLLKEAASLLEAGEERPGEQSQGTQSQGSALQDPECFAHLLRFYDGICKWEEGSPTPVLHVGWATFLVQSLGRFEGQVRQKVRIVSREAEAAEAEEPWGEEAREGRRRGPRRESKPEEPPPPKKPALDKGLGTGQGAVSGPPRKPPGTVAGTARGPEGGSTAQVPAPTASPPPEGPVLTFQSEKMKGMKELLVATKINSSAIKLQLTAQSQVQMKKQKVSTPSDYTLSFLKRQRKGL
Gal4-VP16 FLuc = inhibits Gal4-VP16 luciferase reporter, ROR gamma counter-screen | Drosophila S2 Gal4-VP16 UAS-luciferase, luminescence, 20 h | hit rate 3.5% among 310,000 | Potency, µM (titrated, usually from 53.6 µM), without a hit: at the top dose activity, negative = inhibition, actives largely listed as inhibitors;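 note: Gal4-VP16 expression switched on by copper sulfate through the metallothionein promoter; potency is the fitted concentration of half-maximal effect; % is set by controls: 0 for no effect and ±100 for the full control effect; nearly all actives have a fitted effect of over 50% in size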
FLuc counter = counter-screen for miR-21 project: firefly luciferase inhibitors or activators. P08659. purified FLuc, Km substrates, luminescence inhibition. Potency, µM (highest dose often 57.5 µM), for the others: at the top dose activity change, negative = inhibition, most hits filed as inhibitors. hit rate 6.9% among 360,000;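 note: potency is the fitted concentration of half-maximal effect; plate controls were vehicle for no effect and reference inhibitor for full effect; nearly all actives have a fitted effect of over 55% in size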
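Purified P. pyralis luciferase, 10 nM final, with Km-level 10 uM D-luciferin and 10 uM ATP in 50 mM Tris acetate pH 7.5, 10 mM Mg acetate, 0.01% Tween-20, 0.05% BSA; 6-point qHTS titration about 60 µM downward; luminescence read.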
Rab9 promoter act = activators of Rab9 promoter. AID 485297. Potency, µM (doses to about 9.22 µM), for the others: top-dose activation, negative = inhibition, most hits filed as activators. hit rate 2.8% among 320,000. Huh7 Rab9 promoter-luciferase reporter, luminescence, 24 h; note: potency is the fitted concentration of half-maximal effect; % of control where 0% means no effect; nearly all actives have a fitted effect of over 60% in size
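Cells were plated at 1500 per well in reduced-serum medium with 10% FBS and left 2 h. Compound in DMSO was then added for 24 h at 37 °C. Reporter signal was read by luminescence after 10 min with luciferase detection reagent.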
ELG1 genotox = induces genotoxicity in HEK293T cells with luciferase-tagged ELG1; HEK293T ELG1-luciferase reporter, luminescence, 16 h; Potency, µM (doses to about 46 µM), for inactives: top-dose activity change, positive = activation, actives largely listed as activators; hit rate 1.3% among 330,000; AID 504466; note: potency is the fitted concentration of half-maximal effect; % of control where 0% means no effect; nearly all actives have a fitted effect of over 60% in size
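Cells (2,000/well) expressing the ELG1-luciferase fusion are dosed by pin tool and kept 16 hr at 37 °C, 5% CO2. Signal comes from ONE-Glo luciferase reagent after 30 min at room temperature.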
BRCA1 expr up = BRCA1 expression activation | hit rate 1.1% among 380,000 | Potency, µM (doses to about 46.1 µM), inactives show at the top dose activation, most hits filed as activators | MCF7-BRCA1-FFLuc reporter, luminescence, 48 h; response scale: scaled: vehicle 0%, 10 µM genistein 100%; note: potency is the fitted concentration of half-maximal effect; nearly all actives have a fitted effect of over 80% in size; some results filed as inactive show a strong effect at the top dose
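Luminescence from a BRCA1-driven firefly luciferase in MCF7 cells was the read-out, taken 15 min after substrate addition following 48 h compound exposure at 37 °C. Data were normalized to a 10 microM genistein control and DMSO vehicle.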
* marks the source's active call; other numbers are inactive results; ? = inconclusive; . = not tested or not shown; [ ] = another dose, or the depositor's remark. Unless noted, calls come from the whole dose curve; as a rule, active = well fitted curve in the direction sought with a large enough effect; inconclusive = small, poorly fitted or top-dose-only effect, or another doubt; inactive = no such curve, though single readings can be large; an effect the other way counts as inactive or inconclusive. An excerpt; the hit share may differ from the screen's.

Screens by letter: A = NPC1 prom act; B = PKM2 activator; C = Giardia kill; D = RORgamma inh; E = p53 reactivator; F = Menin-MLL TR inh; G = Gal4-VP16 FLuc; H = FLuc counter; I = Rab9 promoter act; J = ELG1 genotox; K = BRCA1 expr up
canonical_smiles: NNC(=O)CC(=O)NC1(Cc2ccc(O)cc2)CCCCC1
  A = 2% | B = -8% | C = -21 | D = 22% | E = -3% | F = -7% | G = -8% | H = 0% | I = -17% | J = 0% | K = -22%
canonical_smiles: Cn1c2ccccc2c2c(C(=O)N3CCN(c4ccc(F)cc4)CC3)cn(C3CCCC3)c(=O)c21
  A = -5% | B = 0% | C = 8 | D = -6% | E = -1% | F = -6% | G = -30% | H = 3% | I = -4% | J = -12% | K = -50%
canonical_smiles: CN(C)CCCO/N=C(\c1ccccc1)c1ccncc1
  A = -1% | B = -10% | C = 15 | D = -14% | E = -13% | F = ? | G = 4% | H = 5% | I = -2% | J = 0% | K = 13%
canonical_smiles: Cc1ccc(-n2ncc3c(=O)n(CC(=O)N4CCCCCC4)cnc32)cc1
  A = 2% | B = -2% | C = 8 | D = 24% | E = 6% | F = -11% | G = -2% | H = 17µM* | I = 3% | J = 2% | K = -1%
canonical_smiles: N=c1c(C(=O)NCc2ccccc2)cc2c(=O)n3ccccc3nc2n1Cc1ccco1
  A = -2% | B = 4% | C = 2 | D = ? | E = 0% | F = -3% | G = ? | H = 1% | I = -3% | J = -7% | K = -25%
canonical_smiles: O=C(COc1ccc(Cl)cc1[N+](=O)[O-])N1CCCCC1
  A = -3% | B = -3% | C = -23 | D = 41% | E = 0% | F = -1% | G = 21% | H = 3% | I = 26% | J = 2% | K = 9%
canonical_smiles: O=C(COC(=O)CN1C(=O)COc2ccccc21)NC1CCCCC1
  A = -3% | B = . | C = 8 | D = . | E = -4% | F = . | G = . | H = -16% | I = -3% | J = 0% | K = 15%
canonical_smiles: CC(=O)Nc1ccc(-c2cc(-c3ccccc3)nc(-c3ccccc3)n2)cc1
  A = -1% | B = -7% | C = -11 | D = 24% | E = -8% | F = ? | G = -11% | H = 5% | I = -3% | J = 17% | K = -26%
canonical_smiles: CCCc1cc(=O)oc2c(C)c(OCC(=O)N3CCC(C(=O)O)CC3)ccc12
  A = 0% | B = -12% | C = 3 | D = -2% | E = 9% | F = 1% | G = 3% | H = 4% | I = -8% | J = -2% | K = 11%
canonical_smiles: CCCCN(C(=O)C1CC1)C1CCS(=O)(=O)C1 (stereo not drawn)
  A = -2% | B = . | C = 20 | D = . | E = -1% | F = . | G = . | H = 1% | I = -1% | J = 1% | K = -11%
canonical_smiles: Cc1ccc2c(C)c(C(=O)N(C)Cc3ccncn3)oc2c1C
  A = -4% | B = -1% | C = -9 | D = -43% | E = -7% | F = . | G = 0% | H = 2% | I = -8% | J = 1% | K = 4%
canonical_smiles: CC1CC(C)CN(c2ccc(S(=O)(=O)N3CCOCC3)cc2)C1 (stereo not drawn)
  A = 3% | B = 1% | C = 1 | D = -5% | E = 0% | F = . | G = -5% | H = 1% | I = 4% | J = 0% | K = -4%
canonical_smiles: CCCC(CCC)c1nnc(NC(=O)c2ccco2)s1
  A = 0% | B = 17% | C = -22 | D = ? | E = 2% | F = -10% | G = -13% | H = -1% | I = 0% | J = 1% | K = 19%
canonical_smiles: CN(C(=O)CCc1nnc(CCCCc2ccccc2)o1)C1CC(C)(C)NC(C)(C)C1
  A = -1% | B = 1% | C = 7 | D = 2µM* | E = -2% | F = 3% | G = 4.5µM* | H = -3% | I = 1% | J = -2% | K = 19%
canonical_smiles: Cc1ccc(N2NC(=O)/C(=C\c3cc4c(cc3[N+](=O)[O-])OCO4)C2=O)cc1C
  A = -1% | B = ? | C = -7 | D = -117% | E = -3% | F = ? | G = ? | H = ? | I = -7% | J = ? | K = -38%

Five of these compounds, reformatted.
smiles,NPC1 prom act,PKM2 activator,Giardia kill,RORgamma inh,p53 reactivator,Menin-MLL TR inh,Gal4-VP16 FLuc,FLuc counter,Rab9 promoter act,ELG1 genotox,BRCA1 expr up
Cc1ccc(N2NC(=O)/C(=C\c3cc4c(cc3[N+](=O)[O-])OCO4)C2=O)cc1C,-1%,?,-7,-117%,-3%,?,?,?,-7%,?,-38%
Cc1ccc2c(C)c(C(=O)N(C)Cc3ccncn3)oc2c1C,-4%,-1%,-9,-43%,-7%,.,0%,2%,-8%,1%,4%
Cn1c2ccccc2c2c(C(=O)N3CCN(c4ccc(F)cc4)CC3)cn(C3CCCC3)c(=O)c21,-5%,0%,8,-6%,-1%,-6%,-30%,3%,-4%,-12%,-50%
NNC(=O)CC(=O)NC1(Cc2ccc(O)cc2)CCCCC1,2%,-8%,-21,22%,-3%,-7%,-8%,0%,-17%,0%,-22%
CCCCN(C(=O)C1CC1)C1CCS(=O)(=O)C1 (stereo not drawn),-2%,.,20,.,-1%,.,.,1%,-1%,1%,-11%

The list continues:
Screens in order – NPC1 prom act | PKM2 activator | Giardia kill | RORgamma inh | p53 reactivator | Menin-MLL TR inh | Gal4-VP16 FLuc | FLuc counter | Rab9 promoter act | ELG1 genotox | BRCA1 expr up
- CCOC(=O)Cc1nnc(NC(=O)c2ncn[nH]2)s1
  -3% | 3% | -10 | -18% | 4% | 15% | 2% | 2% | -4% | -1% | -4%
- C=CCOC(=O)COc1ccc2c(C)c(C)c(=O)oc2c1
  0% | 3% | 0 | -16% | -14% | -15% | -3% | 19µM* | -1% | 2% | 2%
- CC(Oc1ccccc1)C(=O)N1CCCc2ccccc21 (stereo not drawn)
  -3% | 1% | -14 | -6% | -6% | -10% | 5% | 7% | -3% | 0% | -8%
- O=C(Nc1ccc2c(c1)OCO2)C1CC(c2ccccc2Cl)=NO1 (stereo not drawn)
  ? | ? | -12 | ? | 26% | 0% | 18% | 2%[2.3 µM] | 2.5µM* | ? | 40%
- CCOC(=O)C(C)Sc1nnc(NC(=O)c2cccc([N+](=O)[O-])c2C)s1 (stereo not drawn)
  -3% | 1% | -7 | 11% | 0% | 7% | -11% | 4% | -1% | 2% | 1%
